Tb hexokinase = T. brucei hexokinase 1 inhibition. recombinant TbHK1, G6PDH-coupled NADH A340. 220,000 tested, 0.11% active. inhibition, % at 10 µM. AID 1430;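 active means inhibition of 50% or more in the single-dose primary screen; inactive means inhibition below 50%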
KCC2 mod = KCC2 (human) Cl- transport modulation | KCC2 cells, thallium flux FluoZin-2 fluorescence | Q9H2X9 | B-score of Tl+ flux slope (higher = more flux/activation; lower = inhibition) at 10 µM | 190,000 tested, 2.2% active;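 active means thallium flux slope and its plate-corrected score both differing from the plate sample mean at a set confidence after two filtering rounds, in either direction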;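 further: slope of fluorescence scaled to starting intensity during 10 to 20 s after thallium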
PPC-1+TRAIL kill = PPC-1 cancer cell killing with TRAIL present; PPC-1 cells + TRAIL, ATPLite viability luminescence; 220,000 tested, 0.41% active; cell killing (% activity), % at 4 µM;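 active means cell killing above 50% in the first pass at 4 µM, then a duplicate retest at 5 µM averaging 50% or more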;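 further: plate controls were cells with TRAIL plus DMSO for no effect and medium-only wells lacking cells for full effect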
TRPN1 ag = zebrafish TRPN1 (NompC) channel agonism; HEK293 zebrafish TRPN1-YFP, Fluo-8 calcium fluorescence; 100% = response to 87 µM carbachol; activation, % at 3 µM; 220,000 tested, 0.18% active; AID 1424;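 active means activation above its plate's cutoff, the mean activation of test wells on that plate plus 3 SD, cut at about 19% in these data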;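 further: 0% = DMSO alone and 100% = 87 µM carbachol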
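System: zebrafish TRPN1-YFP in HEK293 cells / Dosing: 3 µM single point / Timing: dye loading 1 h at 37 °C, then 30 min room temperature / Signal: Fluo-8 calcium fluorescence, excitation 470-495 nm, emission 515-575 nm / Read-out basis: percent activation from peak over basal fluorescence ratio, control-normalized / Control set: high carbachol 87 µM, low DMSO alone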
thrombin 1536 = blocks human thrombin protease activity | alpha-thrombin, Boc-VPR-AMC fluorogenic substrate cleavage | 220,000 tested, 0.26% active | AID 1046 | inhibition, % at 5 µM;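 active means inhibition at or above 40%; inactive means inhibition below 40%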;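 further: 0% = enzyme with no compound and 100% = wells without enzyme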
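System – human alpha-thrombin protein · Reagent – Boc-VPR-AMC substrate, 15 µM final · Compound – 5 µM single dose in 0.2% DMSO · Schedule – reaction at room temperature · Technique – AMC fluorescence at 355 nm excitation and 460 nm emission · Read-out basis – % inhibition relative to enzyme controls and enzyme-free blanks · Control set – no-compound enzyme wells and no-enzyme blanks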
Furin inhibitor = blocks human furin protease activity | P09958 | purified furin, fluorogenic substrate cleavage | inhibition, % at 30 µM | 220,000 tested, 0.061% active; in the data active means inhibition above about 25%; further: inactives centre near -15
EBV gp42 block = inhibitors of Epstein-Barr virus glycoprotein 42. 220,000 tested, 0.42% active. inhibition, % (tested at 21.74 µM). Q1HVG2. Fluorescence polarization binding assay, mP read-out; in the data active means inhibition above about 50%
Target sequence (Q1HVG2 whole entry, looked up): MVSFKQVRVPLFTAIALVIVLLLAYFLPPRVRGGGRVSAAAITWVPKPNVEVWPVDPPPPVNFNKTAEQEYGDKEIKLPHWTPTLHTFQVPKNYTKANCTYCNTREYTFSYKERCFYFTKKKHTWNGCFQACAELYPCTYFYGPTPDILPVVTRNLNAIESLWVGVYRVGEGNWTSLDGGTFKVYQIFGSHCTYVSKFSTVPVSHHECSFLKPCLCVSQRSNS
TRPML3 agonist = activates the human TRPML3 channel. Q8TDD5. HEK293 TRPML3-YFP, Fluo-8 calcium fluorescence; 100% = the carbachol control signal. activation, % at 3 µM. 220,000 tested, 0.29% active;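 active means activation above its plate's cutoff, the mean activation of the plate's test wells plus 3 SD, cut at about 12% in these data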;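 further: 0% = DMSO only wells and 100% = carbachol wells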
Target sequence (Q8TDD5 whole entry, looked up): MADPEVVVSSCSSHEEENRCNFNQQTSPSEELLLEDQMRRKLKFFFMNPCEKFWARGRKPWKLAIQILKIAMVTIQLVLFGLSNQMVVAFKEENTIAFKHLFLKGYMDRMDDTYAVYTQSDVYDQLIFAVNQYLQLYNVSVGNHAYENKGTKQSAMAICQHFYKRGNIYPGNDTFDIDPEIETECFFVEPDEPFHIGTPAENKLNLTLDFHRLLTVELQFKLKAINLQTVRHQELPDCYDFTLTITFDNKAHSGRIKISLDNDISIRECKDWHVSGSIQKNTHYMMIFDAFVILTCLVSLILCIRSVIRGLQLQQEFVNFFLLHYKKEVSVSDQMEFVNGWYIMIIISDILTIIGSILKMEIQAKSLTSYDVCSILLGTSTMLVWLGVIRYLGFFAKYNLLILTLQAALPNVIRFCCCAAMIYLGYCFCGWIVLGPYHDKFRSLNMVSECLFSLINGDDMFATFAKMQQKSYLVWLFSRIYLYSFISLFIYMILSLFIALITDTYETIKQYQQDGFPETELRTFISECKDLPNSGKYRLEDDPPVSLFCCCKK
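Material: HEK293 cells stably carrying human TRPML3-YFP; compound dosing: single dose, 3 µM final nominal compound, 0.3% DMSO final; incubation: 1-h 37 °C dye load, 5-s basal, 120-s post-compound reads; technique: Fluo-8 intracellular calcium fluorescence, excitation 470-495 nm, emission 515-575 nm; read-out basis: percent activation from peak-to-basal fluorescence ratio, scaled between DMSO and carbachol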
Calpain2 inh = blocks pig calpain II enzyme activity; 220,000 tested, 0.37% active; purified calpain II, fluorogenic peptide substrate, 30 min; inhibition, % at 16 µM;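 active means inhibition above about 50%, limit read from the data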
Starred values were filed as active, the others as inactive; i = inactive; x = no result given; [ ] = remark or other dose.

SMILES | Tb hexokinase | KCC2 mod | PPC-1+TRAIL kill | TRPN1 ag | thrombin 1536 | Furin inhibitor | EBV gp42 block | TRPML3 agonist | Calpain2 inh
CCCCc1cc(=O)oc2c(CN3CCCC3)c(O)ccc12 | -24 | 0.094 | 5 | -0.5 | -40 | -189 | x | 0.1 | x
COc1ccc(/C=N/NC(=O)c2nc(-c3ccccc3)n(-c3ccccc3)n2)c(O)c1 | 34 | 0.067 | 12 | -0.6 | 4 | -6 | 2 | 0.3 | -15
COc1ccc(N2C(=O)CC(N3CCC(C(N)=O)CC3)C2=O)cc1 (stereo not drawn) | -1 | x | -8 | 0.4 | -2 | -11[20 µM] | -19 | 0.1 | 16
CCOc1c(N2CC(C)OC(C)C2)c(=O)c1=O (stereo not drawn) | -6 | 2 | -2 | 1.5 | -4 | -26 | -20 | 0.9 | -15
COc1ccc(C(NC(=O)C(C)(C)C)NC(=O)C(C)(C)C)cc1 | 2 | 1.2 | 8 | 0.1 | -5 | -21[20 µM] | -3 | 0.1 | -6
CC1=NNC(=O)/C1=C\c1cn(-c2ccccc2)nc1-c1cccs1 | -11 | 0.75 | 35 | 3.1 | -2 | -17 | -3 | 2.1 | -26
CCCOC(=O)CCCCC1SCC(NC(=O)OC)C1NC(=O)OC (stereo not drawn) | -1 | 0.38 | 6 | -0.1 | 1 | -12 | -6 | 0.6 | 25
CSc1nncc(-c2ccc(F)cc2)n1 | -5 | 0.34 | 10 | -0.8 | 0 | -8 | -58 | 0.5 | -26
COc1ccc(NC(=S)Nc2cnc3ccccc3c2)c(OC)c1 | 1 | -1.5 | 2 | 0.0 | 0 | -22 | -12 | 0.6 | -9
COC(=O)c1c(N)n(CCCN2CCOCC2)c2nc3ccccc3nc12 | -19 | 0.73 | -3 | 1.5 | 0 | -22[20 µM] | -16 | 3.6 | i

The last 3 entries of the part above open the next one.
SMILES | Tb hexokinase | KCC2 mod | PPC-1+TRAIL kill | TRPN1 ag | thrombin 1536 | Furin inhibitor | EBV gp42 block | TRPML3 agonist | Calpain2 inh
CSc1nncc(-c2ccc(F)cc2)n1 | -5 | 0.34 | 10 | -0.8 | 0 | -8 | -58 | 0.5 | -26
COc1ccc(NC(=S)Nc2cnc3ccccc3c2)c(OC)c1 | 1 | -1.5 | 2 | 0.0 | 0 | -22 | -12 | 0.6 | -9
COC(=O)c1c(N)n(CCCN2CCOCC2)c2nc3ccccc3nc12 | -19 | 0.73 | -3 | 1.5 | 0 | -22[20 µM] | -16 | 3.6 | i
N#CCc1c(C#N)c(N)nc(N2CCN(S(=O)(=O)c3ccccc3)CC2)c1C#N | -20 | 1 | 14 | 1.4 | 2 | -14[20 µM] | -10 | 0.7 | -303
CCc1[nH]nc(C(=O)N2CCCC(CNS(=O)(=O)c3cccs3)C2)c1C (stereo not drawn) | 6 | -0.81 | -14 | 1.4 | 7 | -8 | -5 | 0.1 | 12
CCc1nnc(N2C(=N)SCC2=O)s1 | -10 | -0.19 | -6 | 0.7 | -8 | -26 | -3 | -0.1 | -33
CC(C)(C)C(=O)Nc1cc(C(F)(F)F)ccc1N1CCOCC1 | 1 | -1.1 | 7 | 1.6 | 2 | 1[20 µM] | -11 | 1.0 | -9
c1ccc(Oc2cccc(OCCn3cncn3)c2)cc1 | 10 | x | 9 | 0.7 | -5 | -16[20 µM] | 1 | 0.1 | 4
O=C1CCCN1CCCNS(=O)(=O)c1ccc(Br)cc1 | 0 | -0.0038 | 19 | 0.3 | -2 | -24 | -15 | -0.3 | 6
CCCCn1nc(NC(=O)c2cccs2)c2cc3ccccc3nc21 | 1 | x | -1 | -0.2 | -2 | -17 | -16 | -0.1 | 3
CC(=O)N1N=C(c2ccco2)CC1c1ccc(C)cc1 (stereo not drawn) | -10 | -0.51 | 15 | 0.9 | -5 | -24 | -19 | 1.0 | 6
CC(=O)c1ccc(N2CCN(C(=O)c3cc4c(s3)CCCC4)CC2)cc1 | -24 | -0.41 | -5 | 1.9 | 1 | -25 | 0 | 1.3 | -23
C=CCn1c(CCNC(=O)c2ccccc2F)nnc1SCc1nc2ccccc2c(=O)[nH]1 | 1 | 0.75 | 2 | 0.3 | -16 | -19[20 µM] | -5 | 0.4 | -12
COC(=O)C1=CN(C)C=C(C(=O)OC)C1c1ccsc1 | -2 | 0.41 | 0 | -2.0 | -11 | -69 | -8 | -0.5 | i
OC1C2CN3CCN(C2)CC1(Cc1ccccc1)C3 (stereo not drawn) | -3 | -0.33 | 17 | -0.5 | -1 | 30*[20 µM] | -6 | 0.2 | -21
COC(=O)c1ccccc1NC(=O)N1CCN(c2ccccc2F)CC1 | 0 | x | 20 | -1.6 | 0 | -3 | -12 | 0.0 | 27
Cc1cnc(Sc2ncccc2[N+](=O)[O-])nc1 | -7 | -0.78 | x | -0.1 | -1 | -20[20 µM] | 13 | 0.1 | -2
COC(=O)CC(NS(=O)(=O)c1cccs1)c1ccccc1Cl (stereo not drawn) | 0 | x | 14 | -0.1 | -7 | -23[20 µM] | -7 | 0.2 | 4
COCc1nnc(NC(=O)c2ccc(S(=O)(=O)N(C)C3CCCCC3)cc2)o1 | -3 | x | 6 | -0.1 | -3 | -22 | -8 | 0.0 | 13
O=C(Nc1sc2c(c1C(=O)O)CCCC2)c1cccs1 | 6 | -0.28 | -26 | 0.7 | 9 | -26 | 1 | 0.6 | 8
Cc1onc(-c2ccccc2)c1C(=O)NC(C)C1CCCO1 (stereo not drawn) | 0 | 1.2 | -4 | -0.2 | -4 | -20[20 µM] | -15 | -0.1 | 22
C[C@H](N)C(=O)OCc1ccc([N+](=O)[O-])cc1 | -12 | -0.015 | -6 | 0.9 | -8 | -25 | -8 | 1.0 | -10
COc1ccc(CCNC(=O)c2nnn(-c3cc(C)cc(C)c3)c2N)cc1OC | 0 | 0.14 | -21 | 0.1 | 4 | -18[20 µM] | -11 | -0.8 | -15
COC(=O)C1C(=O)CC(C)(O)C(C(=O)OC)C1c1ccccc1F (stereo not drawn) | 3 | 0.63 | -14 | 0.2 | 0 | -22[20 µM] | 0 | -0.8 | -37
CCOC(=O)C1CCN(C(=O)CN(c2ccc3c(c2)OCCO3)S(C)(=O)=O)CC1 | -7 | 0.82 | 15 | 0.8 | -8 | -15[20 µM] | 3 | 0.8 | 11
COc1ccc(NC(=O)c2cc(OC)c(OC)c(OC)c2)cn1 | -1 | -0.4 | -14 | -0.7 | -8 | -29[20 µM] | -11 | 0.4 | 16
CCc1nnc2n1N=C(c1ccc(-c3cc(Cl)ccc3Cl)o1)CS2 | -28 | 0.12 | 0 | -0.6 | 0 | 3 | -2 | 0.2 | -76
COC(=O)C(NC(=O)c1ccccc1C)(Nc1ncc(S(=O)(=O)c2ccc([N+](=O)[O-])cc2)s1)C(F)(F)F (stereo not drawn) | -6 | 0.14 | -1 | 4.6 | 11 | -2[20 µM] | 29 | 6.0 | -33
CC(OC(=O)Cc1n[nH]c(=O)c2ccccc12)C(=O)Nc1cccc([N+](=O)[O-])c1 (stereo not drawn) | -1 | -0.39 | 23 | 0.6 | 2 | -25 | -22 | 0.5 | -2
Cc1ccccc1Cn1cc(NC(=O)c2noc3c2CC(C(C)(C)C)CC3)cn1 (stereo not drawn) | -1 | -0.28 | -3 | 0.7 | 2 | -10[20 µM] | -8 | 0.7 | -47
CC(Oc1ccccc1)c1ccnn1S(C)(=O)=O (stereo not drawn) | 5 | x | 9 | 1.3 | -2 | -22[20 µM] | -4 | 0.1 | -11
CCOC(=O)COc1ccc2cc(C(=O)OCC)c(=O)oc2c1 | -60 | x | 6 | 0.5 | -12 | -102 | -3 | 0.2 | i
CCOc1ccccc1C(=O)N1CCC(C(=O)c2ccc(F)cc2)CC1 | 1 | 0.0058 | -10 | 0.8 | -1 | -11[20 µM] | -21 | 1.8 | 7
O=c1c2cc3c(=O)n(-c4ccccc4O)c(=O)c3cc2c(=O)n1-c1ccccc1O | -6 | -0.14 | 19 | -1.1 | -3 | -19 | -5 | 0.4 | 1
CC1=NNC(=O)C1CC(=O)N/N=C(/C)c1cccc([N+](=O)[O-])c1 (stereo not drawn) | -10 | 0.47 | 22 | 0.6 | 6 | -26 | -6 | 0.6 | -16
Cc1cc2c(N=NC(=O)CCc3ccccc3)c(O)[nH]c2cc1Br | 5 | 3 | -17 | 0.3 | -8 | -14 | -4 | 0.3 | 39
CSc1nc(C)c(C(=O)C[n+]2ccccc2)cc1C#N | -23 | 0.62 | 6 | 0.9 | 3 | -14 | -13 | -0.2 | 18
COc1ccc(Nc2nc(C)c3ccccc3n2)cc1 | 27 | -1.8 | 15 | -0.2 | -1 | -3 | -10 | -0.3 | 13
Clc1ccc(-c2csc(N3CCOCC3)n2)cc1 | 10 | -0.38 | -9 | 0.2 | 24 | -13 | -7 | 0.7 | 29
CC1SC(c2ccc(Cl)cc2Cl)NC1=O (stereo not drawn) | -2 | 0.0024 | 8 | -0.7 | 1 | -25[20 µM] | -22 | -0.3 | -4
COc1ccc(-c2cc(C(F)(F)F)c3c(n2)sc2c(O)cc(=O)[nH]c23)c(OC)c1 | -6 | 0.022 | -2 | 2.8 | -4 | -10 | 68* | 1.6 | -127
Cc1csc(SC(C)c2nc3scc(-c4ccccc4)c3c(=O)[nH]2)n1 (stereo not drawn) | -8 | 0.34 | -4 | 1.2 | -3 | -23 | -10 | -0.1 | -2
COc1cc2cc(C#N)c(SCC(=O)N3CCOCC3)nc2cc1OC | -14 | 0.079 | 3 | 2.5 | 5 | -15[20 µM] | -5 | 0.0 | -37
C=CCn1nnnc1SCC(=O)Nc1ccccc1C(=O)OC | -1 | 0.12 | -6 | -1.5 | -2 | -19 | -14 | 0.0 | -22
COc1ccc(N(CC(=O)Nc2ccc3c(c2)OCO3)S(=O)(=O)c2ccccc2)cc1OC | -7 | -0.21 | 0 | 1.1 | 4 | 1 | -8 | 0.5 | -10
CC(=O)c1cc(C#N)c(SCC(=O)O)nc1C | -3 | -0.016 | -11 | 0.9 | 1 | -6[20 µM] | -11 | 0.7 | -40
COc1cc(NC(=O)c2ccc(OC)c([N+](=O)[O-])c2)ccc1NC(=O)c1cccs1 | 23 | 1.3 | 18 | -1.2 | -1 | -18 | -13 | 0.2 | 20
Cc1sc2nc(C3CC3)nc(N3CCN(S(=O)(=O)c4ccc(F)cc4)CC3)c2c1C | -4 | -0.059 | 8 | -0.2 | -2 | -20 | -7 | -0.2 | -16
COc1ccc(C(=O)Nc2ccnc(-c3cccnc3)n2)cc1 | 9 | x | 6 | 3.3 | 2 | -11 | 5 | 0.8 | 15
CC(C)NC(=O)CN(c1cccc([N+](=O)[O-])c1)S(=O)(=O)c1ccccc1 | 1 | 0.86 | 0 | -2.5 | -4 | -25 | -23 | -0.7 | 3
CCOC(=O)c1cccc(NC(=O)CCS(=O)(=O)c2cccs2)c1 | -7 | -0.25 | 0 | 0.1 | -4 | -23 | -3 | 0.1 | 5
